Compound activity as filed in PubChem.
LmPK inh: LmPK (Leishmania mexicana) enzyme inhibition; purified LmPK, Kinase-Glo ATP luminescence, 1 h; Potency, µM (top dose mostly 57.5 µM), inactives show at the highest dose activity change, negative = inhibition, most hits filed as inhibitors; 0.37% of 290,000 active; also: potency is read from the fitted curve at half-maximal effect
Target sequence (Q27686 whole entry, looked up): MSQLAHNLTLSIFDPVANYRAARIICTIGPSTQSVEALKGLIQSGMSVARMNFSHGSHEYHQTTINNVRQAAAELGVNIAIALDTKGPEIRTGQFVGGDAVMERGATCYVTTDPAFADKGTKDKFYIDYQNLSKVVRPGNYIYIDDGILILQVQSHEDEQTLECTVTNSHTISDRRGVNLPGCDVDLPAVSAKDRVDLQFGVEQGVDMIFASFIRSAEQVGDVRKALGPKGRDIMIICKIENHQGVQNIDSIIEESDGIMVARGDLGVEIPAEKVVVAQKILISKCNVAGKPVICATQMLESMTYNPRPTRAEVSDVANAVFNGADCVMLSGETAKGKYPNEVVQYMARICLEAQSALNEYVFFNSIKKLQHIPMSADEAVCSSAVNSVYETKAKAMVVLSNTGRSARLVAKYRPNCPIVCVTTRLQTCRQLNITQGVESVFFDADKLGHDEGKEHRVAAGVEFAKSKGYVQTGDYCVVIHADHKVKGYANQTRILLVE
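Purified LmPK (0.1 nM) converted ADP (0.1 mM) to ATP with PEP (0.5 mM) in imidazole buffer pH 7.2 with KCl and MgCl2, 1 h at room temperature. ATP was read by Kinase-Glo luminescence; data normalized to uninhibited and no-enzyme controls.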
AmpC inh no detg: AmpC beta-lactamase inhibition without detergent; P00811; AmpC nitrocefin hydrolysis, absorbance 480 nm, 0.0001% Triton; Potency, µM (series often up to 57.1 µM), without a hit: top-dose activity change, negative = inhibition, hits mostly inhibitors; AID 485341; 0.52% of 330,000 active;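 also: potency is read from the fitted curve at half-maximal effect; plate controls were no compound for no effect and no enzyme for full effect; nearly all actives have a fitted effect of over 20% in size; some results filed as inactive show a strong effect at the top dose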
Target sequence (P00811 whole entry, looked up): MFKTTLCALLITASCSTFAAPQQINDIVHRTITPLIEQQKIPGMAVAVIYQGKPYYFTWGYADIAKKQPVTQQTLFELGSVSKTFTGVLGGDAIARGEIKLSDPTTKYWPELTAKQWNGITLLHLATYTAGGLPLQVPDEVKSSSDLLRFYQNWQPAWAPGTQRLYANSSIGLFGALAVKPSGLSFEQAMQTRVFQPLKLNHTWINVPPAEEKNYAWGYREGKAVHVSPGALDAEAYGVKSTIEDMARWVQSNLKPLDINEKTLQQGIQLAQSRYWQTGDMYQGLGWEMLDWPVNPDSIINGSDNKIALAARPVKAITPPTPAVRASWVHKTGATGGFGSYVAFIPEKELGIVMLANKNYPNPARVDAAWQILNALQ
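20 mM phosphate pH 7.0 + 0.01% (detergent screen) or 0.0001% Triton X-100; 5.3 nM AmpC reagent; cpd preinc 15 min RT; nitrocefin (800 uM stock) to start; A480 q20 s × 4 min; Activity was normalised to no-enzyme and no-compound control wells.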
Tb PYK inh: blocks Trypanosoma brucei pyruvate kinase. TbPYK enzyme, Kinase-Glo Plus ATP luminescence, 45 min. Potency, µM (titrated, usually from 76.8 µM), for inactives: top-dose activity, negative = inhibition, hits mostly inhibitors. AID 624173. Q57TT1. 0.12% of 410,000 active; also: potency is read from the fitted curve at half-maximal effect; nearly all actives have a fitted effect of over 50% in size
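Luminescent Kinase-Glo Plus end-point after 45 min room-temperature reaction of T. brucei pyruvate kinase started with 130 uM ADP (final). Buffer TEA 50 mM pH 7.2 with KCl, MgCl2, BSA, Tween-20; titration-based qHTS with fitted concentration-effect curves.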
AMA1 RON2 block: disrupts binding of P. falciparum AMA1 to RON2; AlphaScreen AMA1-biotinylated RON2 peptide binding; Potency, µM (doses to about 58.2 µM), inactives show top-dose activity change, negative = inhibition, actives largely listed as inhibitors; AID 720542; 0.2% of 360,000 active;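 also: potency is read from the fitted curve at half-maximal effect; 0% = vehicle wells and -100% = peptide control; nearly all actives have a fitted effect of over 45% in size; some results filed as inactive show a strong effect at the top dose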
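AMA1 (3D7) with his tag at 25 nM final met compounds first, then biotinylated RON2 peptide at 25 nM; detection used donor plus acceptor beads, 10 µg/mL apiece, read by AlphaScreen after 30 min at room temperature.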
HCMV inh: inhibitors of human cytomegalovirus. HFF cells, HCMV-luciferase reporter, 72 h; stronger effect = lower value. activity change, negative = inhibition, % at 57.5 µM. 4.5% of 410,000 active; in the data active = activity change below about -60%; inconclusive = no clear call, values can overlap the other calls; inactive = above about -39%
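Compounds were evaluated in HFFs infected with an HCMV luciferase reporter virus (MOI 1 PFU/cell). Luciferase in lysates collected 72 h post infection served as the replication measure.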
HCV inhibitor: inhibitors of hepatitis C virus infection. Huh7.5.1 HCVcc-Cre infection, luciferase reporter, 44 h. Potency, µM (doses to about 41.8 µM), inactives show top-dose activity change, negative = inhibition, most hits filed as inhibitors. 3.4% of 340,000 active; also: potency is read from the fitted curve at half-maximal effect
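Compounds are dispensed onto cells plated 4 h earlier at 1,000 per well, with HCVcc-Cre virus (about 0.5 moi) added next. Following 44 h of culture, luminescent signal is measured for 15 sec after 15 min with substrate at room temperature.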
AmpC detergent: blocks E. coli AmpC beta-lactamase in detergent assay; 0.041% of 370,000 active; Potency, µM (titrated, usually from 114 µM), for inactives: at the highest dose activity change, negative = inhibition, usual class: inhibitors; AmpC hydrolysis of nitrocefin, absorbance 480 nm, 0.01% Triton; P00811;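 also: potency is read from the fitted curve at half-maximal effect; 0% = no-compound wells and -100% = no-enzyme wells; nearly all actives have a fitted effect of over 25% in size; some results filed as inactive show a strong effect at the top dose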
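AmpC (5.3 nM in the dispensed reagent) in 20 mM phosphate pH 7.0 with 0.01% (detergent screen) or 0.0001% Triton X-100 was preincubated with compounds for 15 min at room temperature. Nitrocefin was then added from an 800 uM solution, and hydrolysis was followed at 480 nm.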
Starred values were filed as active, the others as inactive; ? = inconclusive; nt = not tested or not shown; & = joins results of further samples; [ ] = another dose, or the depositor's remark. Unless noted, calls follow the shape of the dose curve; as a rule, active = well fitted curve in the direction sought with a large enough effect; inconclusive = small, poorly fitted or top-dose-only effect, or another doubt; inactive = no such curve, though single readings can be large; an effect the other way counts as inactive or inconclusive. Unless noted, % is scaled to controls: 0 for no effect and ±100 for the full control effect. Not a hit list, and some 7.5% of all compounds hit somewhere here.

structure | AMA1 RON2 block | AmpC detergent | LmPK inh | Tb PYK inh | HCMV inh | AmpC inh no detg | HCV inhibitor
NNC(=O)c1ccc(Cn2cccn2)o1 | 75%[activator] | -9% | -1% | 3% | 18 | -10% | 20%
CCOC(=O)c1c(C)n(C)c2ccc(O)c(S(=O)(=O)c3ccccc3)c12 | 5% | -12% | 3% | -3% | -3 | -32% | 9%
Cc1cccc(-n2c(SCC(=O)c3ccccc3)nnc2-c2ccc(Br)cc2)c1 | nt | 9% | nt | 8% | -4 | nt | nt
C[C@]12CCC3[C@@H](CC[C@@H]4C[C@H](O)CC[C@]34C)[C@@H]1CCC2=O (stereo partly specified) | -4% | ? | nt | 1% | -75* | 57% | 16%
CCCN1C2CCCC1CC(NC(=O)NC1CCCCC1)C2 (stereo unspecified) | -1% | -15% | 2% | -5% | 24 | -6% | -3%
Cc1ccc(NC(=O)CSc2nc3ccccc3nc2N2CCOCC2)c(C)c1 | 3% | -14% | -1% | -1% | -71* | -14% | ?
CC1=CC2=NC(=O)CC(C)(C(=O)N(CC(=O)NC(C)(C)C)Cc3cccs3)N2C=C1 (stereo unspecified) | -3% | ? | -9% | -5% | 6 | -12% | 20%
Cc1ccc(-c2nc3ccc(C)cn3c2CC(=O)N(C)C)cc1 | -4% | nt | nt | 2%&8% | -25 | nt | -2%
CCOC(=O)COc1cccc2c(=O)n(CC(N)=O)ccc12 | 2% | -6% | -4% | 1% | 3 | -12% | 14%
CCC(=O)N1CCc2cc(S(=O)(=O)NC(CC(C)C)C(=O)N3CCc4ccccc43)ccc21 (stereo unspecified) | 0% | -7% | 1% | -3% | 49 | -7% | -1%
Cc1ccc(C(=O)NCc2ccco2)cc1Br | 27% | 2% | -3% | 0% | 25 | -26% | ?
CN(C)C(=O)CCc1ccc2c3c([nH]c2c1)[C@]1(C)[C@@H](C(=O)N2CCCCC2)C[C@H](CC(=O)NCc2ccco2)C(=O)N1CC3 | -3% | nt | nt | -1% | 50 | 127%[activator] | -14%[8.37 µM]
CC(C)C(=O)Nc1nnc2n1CCS2 | nt | -1% | nt | 4% | 5 | nt | nt
CC1CCCN(C(=O)c2ccc(N3CC4CC(C3)c3cccc(=O)n3C4)c([N+](=O)[O-])c2)C1 (stereo unspecified) | 8% | -4% | -1% | 2% | -12 | 10% | 25%
O=C(CNc1cccc2ccccc12)N/N=C/c1ccc([N+](=O)[O-])o1 | -9% | -5% | 2% | 3% | -95* | -27% | 10µM*
CCOc1ccc2c(c1)c(=O)c(S(=O)(=O)c1ccccc1)cn2CC(=O)Nc1ccccc1OC | nt | 4% | nt | 4% | 50 | nt | nt
O=C(c1ccccc1)c1cn(CC(=O)N2CCCc3ccccc32)c2ccccc12 | -6% | ? | 11% | 2% | -16 | -19% | ?
CCOC(=O)c1cc(-c2ccc3c(c2)OCCO3)n[nH]1 | -10% | -1% | -4% | -8% | 27 | -28% | -20%
COc1cccc(Oc2cn[nH]c2-c2ccc(OCC(=O)NN)cc2O)c1 | 101%[activator] | -9% | 10% | 0% | -31 | -53% | 0%
Cc1c(C(=O)NCc2nnc(-c3ccccc3)o2)oc2c(F)cccc12 | 19% | ? | -12% | -8% | -24 | 2% | -3%
Clc1ccc(-n2c(SC/C=C/c3ccccc3)nnc2-c2cccnc2)cc1 | -28% | -6% | 6% | 0% | 62 | 96%[activator] | ?
CCN(C(=O)COC(=O)c1cccc(S(=O)(=O)N2CCOCC2)c1)C1CCS(=O)(=O)C1 (stereo unspecified) | -4% | -16% | nt | -1% | 6 | 1% | 20%
Cc1ccc(-c2c(C)sc(NC(=O)C3C4CCC(O4)C3C(=O)O)c2C(=O)OC(C)C)cc1 (stereo unspecified) | -4% | -3% | 1% | -2% | -7 | -3% | 2%
CCCCCCC=C1CCC(CN2CCCC2)C1=O (stereo unspecified) | 22% | nt | nt | -14% | -36 | nt | nt
COc1ccc(S(=O)(=O)NCCc2csc3nc(-c4ccc(Cl)cc4)nn23)cc1C | nt | 2% | nt | 3% | 17 | nt | nt
CC(=O)N1c2c(cc(Br)cc2S(=O)(=O)NCc2ccc(C)cc2)CC1C (stereo unspecified) | 18% | ? | 1% | -5% | -66* | -15% | -8%
CC(Nc1nc(-c2ccc(F)cc2)cs1)c1nc2cc(Cl)c(Cl)cc2n1CCOCCO (stereo unspecified) | 0% | nt | nt | -9% | 30 | nt | -15%
c1ccc(-c2nc(CSc3nnnn3-c3ccccc3)cs2)cc1 | 13% | ? | 0% | -4% | 32 | -22% | -14%
O=C1CCN(S(=O)(=O)c2ccccc2)N1 | -4% | -1% | 3% | -6% | -1 | -17% | -18%
CC1CC(=O)N(CC(=O)Nc2ccc(Br)cc2)c2ccccc2S1(=O)=O (stereo unspecified) | -3% | -1% | -2% | 3% | -64* | 13% | -4%
COc1cc(-c2noc(-c3ccc(NCc4ccco4)c([N+](=O)[O-])c3)n2)cc(OC)c1OC | nt | 19% | nt | -2% | -1 | nt | nt
Cc1ccc(C2CCN(C(=S)NC(C)(C)C)C2)cc1 (stereo unspecified) | 3% | 0% | 1% | -4% | -20 | -11% | ?
O=C(CCC(=O)N/N=C/c1ccco1)N/N=C/c1ccco1 | 10% | -1% | -1% | -3% | 38 | -15% | 16%
COc1cc(NC(=O)C2CC(c3ccc(Cl)cc3)=NO2)cc(OC)c1OC (stereo unspecified) | -2% | -8% | -3% | -7% | ? | 9% | ?
Cc1cc(C(C)(C)C)oc1C(=O)N(CC(=O)NC1CCCC1)Cc1ccc(F)cc1 | -3% | -5% | 5% | 0% | 0 | -18% | -10%
COc1ccc(CN=C(C#N)C2=C(O)c3ccccc3C2=O)cc1 | 11% | -3% | 2% | 2% | 48 | -36% | -7%
Cc1ccccc1OCCCCn1c(-c2ccc(Cl)cc2)nc2ccccc2c1=O | nt | -2% | nt | -3% | 28 | nt | nt
COc1ccc(CSCC(=O)NN=C2CCN(C)CC2)cc1 | 93%[activator] | ? | 4% | -9% | ? | -19% | 10%
N#Cc1ccc(C(=O)Nc2cc(S(=O)(=O)Nc3ccc(Cl)cc3)ccc2N2CCCCC2)cc1 | 11% | -11% | 4% | -22% | ? | -55% | ?
Cc1ccc(S(=O)(=O)N2[C@@H](c3cccc(Cl)c3)C(C(=O)O)=CC[C@H]2c2cccc(C)c2)cc1 | -4% | -1% | nt | 3% | 5 | -17% | 25%
CCOc1ccc(CO/N=C/c2c(C)[nH]c(=O)[nH]c2=O)cc1 | 28% | ? | 0% | 0% | 20 | -12% | 27%
NC(N)=NS(=O)(=O)c1ccc(NC(=S)NC(=O)c2ccc(Br)cc2)cc1 | 72%[activator] | ? | 6% | 1% | -19 | -35% | -11%
COc1ccccc1NC(=O)C1CCCN(S(=O)(=O)c2cccc3nsnc23)C1 (stereo unspecified) | 0% | ? | 14% | -15% | -17 | 102% | -28%
CN(Cc1ccccc1)C(=O)c1cccc(NC(=O)Cc2ccc(NC(=O)C3CCN(C(=O)C4CCCC4)CC3)cc2)c1 | -1% | nt | nt | -3% | -14 | nt | ?
c1cncc(-c2ccc3ncnc(NCc4ccc5c(c4)OCO5)c3c2)c1 | nt | ? | nt | 0% | -22 | -48%&-34% | nt
COc1ccccc1NC(=O)C(C)OC(=O)/C=C/c1ccc2ccccc2n1 (stereo unspecified) | -3% | ? | nt | -8% | -10 | 1% | ?
CN1C/C(=C/c2ccccc2[N+](=O)[O-])C(=O)/C(=C\c2ccccc2[N+](=O)[O-])C1 | -1% | nt | nt | 0% | 17 | nt | ?
Cc1ccc(NNC(=O)C2CCC2)cc1C | -2% | -5% | 0% | 1% | -4 | -3% | -11%
CCN(CC)C(=O)Oc1ccc(Br)c2ccccc12 | 34%[activator] | -9% | 0% | -6% | -30 | -1% | ?
COc1ccc(CNC(=O)C2CCC(CNS(=O)(=O)c3cccs3)CC2)cc1 (stereo unspecified) | 6% | -2%&-5% | -2% | -6%&0% | -6&-8 | -12% | -25%
CC(C)(CN1CCN(Cc2ccccc2)CC1)NS(=O)(=O)c1ccc(Cl)cc1 | -2% | -3% | 0% | 0% | ? | 66%[activator] | ?
CC(=O)c1sc(NC(=O)C(C)Oc2ccc3c(C)cc(=O)oc3c2)nc1C (stereo unspecified) | 7% | 6% | -4% | -3% | -1 | -10% | -27%
O=C(OCCOc1ccccc1F)c1cc(S(=O)(=O)N2CCOCC2)ccc1F | -1% | nt | nt | 0% | -18 | nt | -4%
COCCn1c(=O)[nH]c2cc(C(=O)Nc3ccc(OC)cc3)ccc2c1=O | nt | -9% | nt | 6% | 4 | nt | nt
CC(=O)/C(C(=N)N1CCN(C(c2ccccc2)c2ccccc2)CC1)=C(\C)O | 0% | ? | 7% | 3% | 4 | 37% | -6%
COC(=O)c1ccccc1NC(=S)N1CCN(c2ccccn2)CC1 | -2% | 6% | 5%[11.5 µM] | 0% | -21 | -8% | ?
CC(=O)/C(=C/c1ccccc1)C(=O)Nc1ccccc1C | 10% | -1% | 1% | -10% | -96* | -8% | ?
COc1ccc2[nH]cc(S(=O)(=O)c3ccc(C)cc3)c2c1 | 10% | 3% | 11% | 3% | 8 | -16% | ?
FC(F)(F)c1ccc(C2Nc3cccc4cccc(c34)N2)cc1 | -9% | ? | 6% | -14% | 8 | -32% | 15%
CC1(C(=O)Nc2ccc3c(c2)OCO3)CCN1Cc1csc2ccccc12 (stereo unspecified) | -22% | nt | nt | -8% | -20 | nt | nt

Profiles as entered above.
CC(C)C(=O)Nc1nnc2n1CCS2 is listed as AMA1 RON2 block = nt; AmpC detergent = -1%; LmPK inh = nt; Tb PYK inh = 4%; HCMV inh = 5; AmpC inh no detg = nt; HCV inhibitor = nt
CC(=O)/C(C(=N)N1CCN(C(c2ccccc2)c2ccccc2)CC1)=C(\C)O is listed as AMA1 RON2 block = 0%; AmpC detergent = ?; LmPK inh = 7%; Tb PYK inh = 3%; HCMV inh = 4; AmpC inh no detg = 37%; HCV inhibitor = -6%
